CHO-K1 Ca antag: M1 antagonist counterscreen hit in parental CHO-K1 cells; ATP-induced calcium, Fluo-8 fluorescence; inhibition, % at 3 µM; actives 0.6% (n = 360,000); AID 602250;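 active = inhibition above a per-plate cutoff, the plate's mean sample inhibition plus 3 SD, cut at about 24% in these data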;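 note: 0% = DMSO plus EC80 ATP and 100% = DMSO alone without ATP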
CHO parental Ca: signal in parental CHO cells, OX1R antagonist counter-screen | parental CHO-K1, ATP-induced calcium, Fluo-8 fluorescence | inhibition, % at 5.6 µM | actives 0.63% (n = 330,000) | AID 463079;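 active = inhibition above that plate's mean sample inhibition plus 3 SD, cut at about 26% in these data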;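 note: 0% = ATP-challenged DMSO wells and 100% = DMSO wells without ATP; some compounds past the cut are filed as inactive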
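Measured by: calcium-sensitive Fluo-8 fluorescence / Test system: CHO parental line / Controls: ATP-challenged DMSO wells low, unchallenged DMSO wells high / Measure: % inhibition / Compound: single nominal dose of 5.6 µM per compound / Replicates: single well per compound, no replicates / Reagent: ATP as calcium-mobilizing challenge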
CHRM1 agonist: agonists of human M1 muscarinic receptor; P11229; CHO-K1 hM1, Fluo-8 calcium fluorescence, agonist mode; 0% DMSO, 100% acetylcholine EC100; activation, % at 3 µM; actives 0.33% (n = 360,000);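 active = activation above the run's mean compound activation plus 3 SD, cut at about 16% in these data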;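 note: peak over basal fluorescence ratio within a 140 s kinetic read after compound addition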
Target sequence (P11229 whole entry, looked up): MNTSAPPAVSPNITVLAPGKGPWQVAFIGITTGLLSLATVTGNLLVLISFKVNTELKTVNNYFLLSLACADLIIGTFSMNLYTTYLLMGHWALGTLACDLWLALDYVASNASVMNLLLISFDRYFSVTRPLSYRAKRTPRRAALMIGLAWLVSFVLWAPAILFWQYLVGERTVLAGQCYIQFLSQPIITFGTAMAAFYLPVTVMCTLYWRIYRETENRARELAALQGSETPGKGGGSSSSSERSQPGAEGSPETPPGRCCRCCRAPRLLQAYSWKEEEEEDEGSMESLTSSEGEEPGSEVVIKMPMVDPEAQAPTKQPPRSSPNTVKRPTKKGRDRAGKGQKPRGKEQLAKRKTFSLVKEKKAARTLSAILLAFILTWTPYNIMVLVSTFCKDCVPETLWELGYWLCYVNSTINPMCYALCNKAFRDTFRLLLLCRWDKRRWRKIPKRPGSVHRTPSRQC
TAAR1 antag: human TAAR1 antagonism; inhibition, % at 3 µM; CHO RD-HGA16 TAAR1, Fluo-8 calcium fluorescence, antagonist; AID 624466; Q96RJ0; actives 1.5% (n = 360,000);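 active = inhibition above a per-plate cutoff, the mean inhibition of test compounds on that plate plus 3 SD, cut at about 49% in these data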;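 note: 0% = DMSO plus EC80 beta-PEA response and 100% = DMSO alone without agonist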
Target sequence (Q96RJ0 whole entry, looked up): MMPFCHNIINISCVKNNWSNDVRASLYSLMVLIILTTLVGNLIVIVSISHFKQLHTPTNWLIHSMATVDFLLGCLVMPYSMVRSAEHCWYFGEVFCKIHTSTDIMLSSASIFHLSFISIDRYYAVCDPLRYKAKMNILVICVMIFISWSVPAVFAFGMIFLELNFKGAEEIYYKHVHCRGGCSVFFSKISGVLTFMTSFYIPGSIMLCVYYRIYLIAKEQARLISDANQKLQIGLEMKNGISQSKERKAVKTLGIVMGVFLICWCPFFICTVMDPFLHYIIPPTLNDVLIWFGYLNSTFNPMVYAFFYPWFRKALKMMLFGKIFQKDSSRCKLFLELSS
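Test system: CHO RD-HGA16 cells bearing hTAAR1 | Reagent: β-PEA, EC80 | Compound dosing: 3 µM, single point | Schedule: Dye loading 75 min at 37 °C, then 30 min room temperature | Signal: Calcium fluorescence with Fluo-8 | Evaluation: Percent inhibition of PEA-evoked calcium signal, max/basal emission ratio | Control set: DMSO-only wells and EC80 β-PEA-stimulated wells | Repeats: Singlicate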
CHO-K1 Ca PAM: counter-screen for M1 PAMs: effect in parental CHO-K1 cells; activation, % at 3 µM; ATP EC20, Fluo-8 calcium fluorescence; 0% at ATP EC20, 100% at ATP max; AID 602247; actives 0.02% (n = 360,000);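 active = activation above the run cutoff, the mean activation of all test compounds plus 3 SD, cut at about 40% in these data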;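 note: peak over basal fluorescence ratio in a 140 s read after ATP addition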
V1aR counter: activates human V1a receptor in oxytocin agonist counter-screen. P37288. CHO-V1R cells, Fluo-8 calcium fluorescence, agonist mode; 0% DMSO, 100% 3 nM vasopressin. activation, % at 3 µM. actives 0.25% (n = 320,000). AID 2797;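 active = activation above the mean activation of all tested compounds plus 3 SD, per screening run, cut at about 20% in these data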;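 note: signal is peak over basal fluorescence ratio across a 100 second FLIPR read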
TAAR1 agonist: agonists of human TAAR1 | CHO RD-HGA16 TAAR1, Fluo-8 calcium fluorescence; vehicle wells 0%, saturating PEA agonist 100% | activation, % at 3 µM | actives 0.99% (n = 360,000) | Q96RJ0;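 active = activation above the mean activation of all test compounds in the run plus 3 SD, cut at about 38% in these data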
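System: CHO-derived RD-HGA16 cells with stable Gα16 and human TAAR1 / Times: 17-24 h plating, Fluo-8 75 min 37 °C, 30 min RT / Technique: calcium-sensitive Fluo-8 signal, excitation 470-495, emission 515-575 nm / Measure: % activation relative to PEA EC100 response / Benchmarks: DMSO and PEA EC100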
CHO-K1 Ca ag: M1 agonist counterscreen hit in parental CHO-K1 cells. Fluo-8 calcium fluorescence; scaled to maximal ATP response, vehicle zero. activation, % at 3 µM. actives 0.48% (n = 360,000). AID 602248; in the data active = activation above about 15%;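 note: untransfected CHO-K1 host cells lacking M1 receptor as counterscreen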
OXTR potentiator: potentiators of human oxytocin receptor. actives 0.061% (n = 320,000). activation, % at 3 µM. CHO-OTR cells, Fluo-8 calcium fluorescence, potentiator mode; 0% = oxytocin EC15, 100% = EC100;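 active = activation above that plate's cutoff, the mean activation of tested compounds plus 3 SD, cut at about 6.6% in these data, passing the limit was not always enough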;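 note: 100% uses oxytocin at 75 nM as the full agonist control; some results filed as inactive read as strong as hits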
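Dosing: Single dose, 3.0 µM nominal final compound concentration | Material: Human OTR in CHO cells | Technique: Kinetic Fluo-8 calcium fluorescence | Benchmarks: EC15 oxytocin alone as 0%, 75 nM oxytocin as 100% | Probe or stimulus: Oxytocin at about EC15, sub-maximal agonist stimulus | Incubation: Compound 6 min at room temperature before oxytocin, 100 s read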
Starred values were filed as active, the others as inactive; nt = not tested or not shown.

SMILES	CHO-K1 Ca antag	CHO parental Ca	CHRM1 agonist	TAAR1 antag	CHO-K1 Ca PAM	V1aR counter	TAAR1 agonist	CHO-K1 Ca ag	OXTR potentiator
O=C(CNC(=O)OCc1ccccc1)NCC(=O)NC(Cc1c[nH]c2ccccc12)C(=O)O (centres undefined)	-4	nt	-4	-4	22	nt	0	0.3	nt
COc1ccc(N2C(=O)C(CC(=O)Nc3ccccc3)N(Cc3ccc(OC)c(OC)c3)C2=O)cc1 (centres undefined)	16	4	-2	5	-5	0.3	4	1.8	1
Cc1nc2c(=O)[nH]c3ccccc3c2o1	-6	-5	-7	12	23	0.8	1	0.7	-3
O=C1NC(Cc2ccc(O)cc2)c2nc3cc(F)ccc3c(=O)n2-c2ncccc21 (centres undefined)	-2	nt	0	-10	20	nt	6	0.2	nt
Cc1cc(=O)[nH]c(SCC(=O)Nc2nc3ccccc3s2)n1	-14	-6	-2	3	24	0.7	0	0.8	-20
COc1ccccc1OCCCOc1ccc([N+](=O)[O-])cc1Cl	-1	-29	-7	31	18	1.0	14	3.8	-4
O=C(CNC(=O)c1cccs1)NCCc1ccco1	-2	-10	-4	-19	-18	1.3	2	-0.5	-2
CC(C)CC(=O)NC(=S)N(Cc1ccccc1)Cc1ccccc1	-11	-22	-12	-8	14	-0.1	-2	-0.5	-1
COc1cc(NC(=O)c2ccco2)c(OC)cc1NC(=O)Nc1ccccc1Cl	-18	-25	-5	39	3	-0.4	3	0.9	-4
COC(=O)c1cc(OC)c(OC)cc1NC(=O)CC1CCCCC1	-2	-23	-8	10	22	-0.5	25	0.1	1
CCSc1nc(-c2ccccc2)cc(=O)[nH]1	-8	-6	-1	-14	10	-0.6	11	0.7	-3
CN(C)c1nc(Oc2ccc(N)cc2)nc(N(C)C)n1	-4	-16	0	-18	5	-1.1	1	-0.1	-5
CN(C)S(=O)(=O)Oc1ccc(Cl)cc1C(=O)Nc1ccc(F)cc1F	-2	-21	-11	0	16	-1.2	2	0.1	-15
O=C(c1cccnc1)N1CCN(c2ccc([N+](=O)[O-])cc2Cl)CC1	7	1	-5	-11	-5	3.6	2	1.5	-4
O=C(COc1ccccc1Cl)Nc1ccc(S(=O)(=O)N2CCOCC2)cc1	-7	-5	-3	-1	0	6.6	3	1.4	-8
Cc1ccc(C(CC(=O)O)Nc2nc(N3CCOCC3)nc(N3CCOCC3)n2)cc1 (centres undefined)	-10	-12	-3	1	27	-0.4	5	0.6	-5
Cc1ccc(NC(=O)CSc2nn(-c3ccccc3)c(=S)s2)cc1S(=O)(=O)N(C)C	29*	26	-1	51*	-5	10	10	13	-9
COc1cccc(C2=CC(=O)CC(C)(C)C2=O)c1	-15	nt	-2	0	24	nt	4	1.1	nt
Cc1cccc(Nc2nnc(SCC(=O)Nc3ccc(C(=O)O)cc3)s2)c1	-15	-10	-3	-7	0	-0.3	1	0.6	-3
Cc1ccc(OCCNC(=O)/C=C/c2ccco2)cc1C	-1	-2	-3	-13	11	-1.0	0	-0.2	-7
Cc1ccc(-n2ncc(C(=O)Nc3ccc(Cl)cc3)c2C2CCNCC2)cc1C	11	5	-9	-16	-11	-0.1	31	-0.3	-6
COc1ccc(NCC(=O)NN=C2CCS(=O)(=O)c3ccc(F)cc32)cc1	-7	-18	0	1	15	1.6	1	1.6	2
O=C(c1ccc(COc2ccc3ccccc3c2)o1)N1N=C(C(F)F)CC1(O)C(F)F (centres undefined)	21	8	-5	nt	-11	4.3	nt	6.0	-10
Cc1ccc(S(=O)(=O)Oc2ccc(/C=C3\C(=N)N4N=C(S(C)(=O)=O)SC4=NC3=O)cc2)cc1	-7	24	-4	5	-12	-1.0	-2	-0.2	-8
Cc1cccc(NC(NC(=O)Cc2ccccc2)C(Cl)(Cl)Cl)c1 (centres undefined)	-4	-13	-14	-12	2	2.4	3	0.3	-3

Part of the list above, set out differently.
compound | CHO-K1 Ca antag | CHO parental Ca | CHRM1 agonist | TAAR1 antag | CHO-K1 Ca PAM | V1aR counter | TAAR1 agonist | CHO-K1 Ca ag | OXTR potentiator
O=C(CNC(=O)c1cccs1)NCCc1ccco1 | -2 | -10 | -4 | -19 | -18 | 1.3 | 2 | -0.5 | -2
COC(=O)c1cc(OC)c(OC)cc1NC(=O)CC1CCCCC1 | -2 | -23 | -8 | 10 | 22 | -0.5 | 25 | 0.1 | 1

Carrying on:
SMILES	CHO-K1 Ca antag	CHO parental Ca	CHRM1 agonist	TAAR1 antag	CHO-K1 Ca PAM	V1aR counter	TAAR1 agonist	CHO-K1 Ca ag	OXTR potentiator
O=C(C1CCCCC1)N1C[C@@H](n2cc(-c3ccc(F)cc3)nn2)[C@H](O)C[C@@H]1c1ccccc1	-11	nt	-4	21	7	nt	1	2.8	nt
COc1ccccc1C(=O)NCC(=O)Nc1cccnc1	-16	-6	-4	nt	18	0.1	nt	4.7	0
COC(=O)NNC(=O)c1cccc(C)c1	-6	-4	-5	nt	11	1.3	nt	0.4	-1
CC(CNC(=O)CN1C(=O)c2cccnc2Oc2ccc(Cl)cc21)c1ccccc1 (centres undefined)	-12	-13	-2	5	3	-1.0	4	2.5	-2
Cc1cc(=O)oc2cc(Oc3ccc(C(N)=O)cc3[N+](=O)[O-])ccc12	2	-8	-6	-8	-10	1.8	1	0.5	-3
CN(C)C(=O)c1cc2c(c(-c3cccc(C4=CCCCC4)c3)n1)[C@@H](CCO)N(S(=O)C(C)(C)C)C2 (some centres undefined)	11	nt	-1	-6	12	nt	1	2.0	nt
O=c1cc(O)c2ccccc2n1Cc1ccccc1Cl	7	-2	-2	-2	-6	0.3	0	0.6	1
COc1ccc(NC(=O)NC(=O)c2ccccc2)cc1	3	12	4	-9	-4	1.6	3	-0.1	-3
CC(Sc1nnc(N)s1)C(=O)c1c(N)n(C)c(=O)n(C)c1=O (centres undefined)	14	nt	-1	-1	0	nt	1	18*	nt
Cc1sc2ncn(CC(=O)N3CCN(c4ccccn4)CC3)c(=O)c2c1S(=O)(=O)N1CCC(C)CC1	-2	-9	0	4	15	0.4	-1	0.2	1
CCC1(C)CC(C(N)=S)CCO1 (centres undefined)	-15	1	-3	-25	17	0.5	5	0.6	-6
CCOC(=O)c1cnc(-n2nc(C)cc2C)nc1N1CC(C)OC(C)C1 (centres undefined)	24*	-8	-4	-2	-6	-0.8	1	-0.3	5
COCCNC(=O)c1ccc(N2CC3CC(C2)c2cccc(=O)n2C3)c(NC(=O)c2ccc(Br)o2)c1 (centres undefined)	-9	-2	1	1	17	0.1	-1	0.9	-2
O=C(CC1CCCCC1)N1CCN(c2ccccn2)CC1	0	-7	-8	-5	16	2.5	4	1.8	1
CC(=O)OC1CCC2(C)C(COc3ccc4ccc(=O)oc4c3)C(C)(O)CCC2C1(C)C (centres undefined)	12	-13	-3	56*	1	-0.4	16	2.4	-4
CCOC(=O)C1=C(COC(=O)CCOc2ccc(C)cc2)NC(=O)NC1C (centres undefined)	-6	-22	-1	-3	8	0.5	2	0.2	-6
Cc1nc(N2CCN(S(=O)(=O)c3ccc(Br)cc3)CC2)c2c(C)c(C)sc2n1	-8	-22	2	-14	13	-0.1	0	4.5	-7
CCOc1ccc(NC(=S)N(CCN2CCOCC2)Cc2cc3cc4c(cc3[nH]c2=O)OCCO4)cc1	-3	-29	-7	17	5	-1.1	4	-0.8	-18
COc1ccc2sc(-c3ccc(S(C)(=O)=O)cc3)c(-c3ccc(SC)cc3)c2c1	-16	2	1	1	-18	2.3	12	0.4	-5
CNC(=O)c1c(NC(=O)CCS(=O)(=O)c2ccc(Cl)cc2)sc2c1CCN(C(=O)OC)C2	10	-19	-6	-15	10	-0.1	0	0.2	3
CSC1=NCCN1C(=O)c1cccc(C(F)(F)F)c1	-3	-13	-4	12	13	-0.7	-1	-0.6	-18
Cc1noc(C)c1S(=O)(=O)NCC(=O)O	-14	0	-3	-4	9	1.0	6	0.1	-8
CCC(=O)c1ccc(OCC(=O)N(Cc2nnc(-c3ccccc3Cl)o2)C2CC2)cc1	-11	-13	-6	3	15	0.0	6	2.8	-7
COC(=O)[C@@H](CC(C)C)NS(=O)(=O)N(Cc1ccccc1)[C@@H](CC(C)C)C(=O)OC	-24	-5	-6	50*	2	-0.8	9	-1.0	-7
O=C(c1ccc(Cl)cc1)N1CCN(c2ccc(F)cc2)CC1	-14	-12	-2	-7	-6	-0.6	-1	0.3	-1
Continued:
SMILES	CHO-K1 Ca antag	CHO parental Ca	CHRM1 agonist	TAAR1 antag	CHO-K1 Ca PAM	V1aR counter	TAAR1 agonist	CHO-K1 Ca ag	OXTR potentiator
CC1=C(Nc2ccc(C(=O)O)cc2)C(=O)c2ccccc2C1=O	-19	-2	-6	-6	21	1.0	-1	2.4	-5
COc1cccc(C(=O)COc2ccccc2N2C(=O)C3C4C=CC(C4)C3C2=O)c1 (centres undefined)	0	-24	-4	-27	4	0.6	3	0.2	-7
CCOC(=O)c1ccccc1NC(=O)c1cn(CC)c2nc(C)ccc2c1=O	-19	-12	-4	-12	19	-0.6	3	0.6	-2
Clc1ccc(Cn2ncc3c(N4CCCC4)ncnc32)cc1	-5	-15	-7	10	11	2.8	13	1.8	-13
Fc1ccccc1NC(=S)NN(Cc1ccccc1)c1ccccc1	5	-16	-7	12	16	-1.5	0	-0.5	2
C#CCNC(=O)C1=C[C@H](c2ccc3c(c2)OCO3)C[C@H](OCCCCO)O1	nt	-9	nt	-10	nt	-0.6	7	nt	-5
CC(=O)c1ccc(S(=O)(=O)N(C)CC(=O)NCC2CCCCC2)cc1	-11	-20	4	-13	-9	0.2	4	1.3	-3
Cc1cc(C)c2c(CC(=O)O)c(C)[nH]c2c1	-7	-19	-2	11	18	0.5	10	0.3	-3
COc1ccccc1CN1CC(C(=O)NCC2(O)CCCCC2)CCC1=O (centres undefined)	-9	nt	0	-8	9	nt	0	0.9	nt
COc1ccc(-c2nnc(SCC(=O)O)n2C)cc1OC	-2	0	-3	-3	10	1.4	6	0.6	-3
CCOC(=O)c1sc(C)c2c1NC(c1ccc(Cl)cc1)NC2=O (centres undefined)	-10	-15	-6	-11	8	0.5	9	0.0	-21
CN(C)c1ccc(S(=O)(=O)NCC(=O)N2CCN(c3ccccc3)CC2)cc1[N+](=O)[O-]	3	-15	-6	13	-28	-0.4	0	0.2	-7
COc1cc(C(=O)NCC(c2ccccc2)N(C)C)ccc1OCc1c(C)noc1C (centres undefined)	-13	-17	-8	-17	13	0.4	5	0.3	-3
Nc1cc(N)nc(SCC(=O)NCC2CCCO2)n1 (centres undefined)	-2	-1	-2	-13	8	0.1	21	0.6	-10

Screening data (PubChem)
